Screening data as filed in PubChem BioAssay.
PhoP GFP inhibition: Inhibition of PhoP regulon, Salmonella typhi GFP reporter cells, confirmation, 4 h (AID 1850) | Salmonella Typhi PhoP-promoter GFP reporter, fluorescence, 4 h; higher % means a stronger effect | inhibition, % at 50 µM, or IC50 in µM where a hit was titrated | 310,000 tested, 0.33% active; in the data active means a potency from the dose series; inconclusive means inhibition mostly from about 25% at the one dose, without a potency; inactive means the rest, 99 in 100 with inhibition below about 19%;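 further: 0% = induced wells with vehicle and 100% = uninduced wells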
H1N1 NS1A inhibition: NS1A inhibition, H1N1 influenza, cell based functional assay (AID 504329); 340,000 tested, 0.3% active; inhibition, % at 12.5 µM, or IC50 in µM where a hit was titrated; NS1A functional cell-based assay, percent inhibition; higher % means a stronger effect; in the data active means a potency from the dose series; inconclusive means inhibition above about 27% without an active follow-up result; further: strong numbers were not always called active
VEEV TC-83 Vero: inhibitors of VEEV TC-83 cytopathic effect, confirmation, Vero cells (AID 588727); Vero cells, VEEV TC-83 cytopathic effect inhibition; higher % means a stronger effect; inhibition, % at 20 µM, or IC50 in µM where a hit was titrated; 350,000 tested, 0.13% active; in the data active means a potency from the dose series; inconclusive means inhibition mostly from about 14% at the one dose, without a potency; inactive means the rest, 99 in 100 with inhibition below about 12%; further: strong numbers were not always called active
M. tuberculosis: growth inhibition of non-replicating M. tuberculosis (AID 488890) | 320,000 tested, 0.39% active | one-dose inhibition, % at 25 µM; IC50 in µM for titrated hits | Mycobacterium tuberculosis non-replicating, growth inhibition; higher % means a stronger effect; in the data active means a potency from the dose series; inconclusive means inhibition mostly from about 82% at the one dose, without a potency; inactive means the rest, 99 in 100 with inhibition below about 76%;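 further: plate controls were DMSO cells for no effect and high antibiotic wells for full effect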
H37Rv inhibition: M. tuberculosis growth inhibition, HTS (AID 449762); M. tuberculosis H37Rv growth inhibition, 7H9 media; higher % means a stronger effect; 330,000 tested, 0.59% active; inhibition, % at 25 µM; hits with a dose series show IC50 in µM; in the data active means a potency from the dose series; inconclusive means inhibition above about 70% without an active follow-up result;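 further: bacterial growth assessed after seven days of incubation; strong numbers were not always called active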
VEEV TC-83 Vero 10K pilot screen: second read-out of VEEV TC-83 Vero, no call of its own (marks repeat the call); inhibition, %; measured here: 10K pilot screen inhibition
* marks the source's active call; other numbers are inactive results; i = inactive; ? = inconclusive; / = not tested or not shown. Rows are unselected. About 1.6% of those tested had a hit in this group.

SMILES | PhoP GFP inhibition | H1N1 NS1A inhibition | VEEV TC-83 Vero | M. tuberculosis | H37Rv inhibition | others
CCN(c1ccccc1)S(=O)(=O)c1cc(C(=O)Nc2ccc(Br)cc2)ccc1F | -5% | 7% | 1.1% | 11% | 16%
CCCC(C)C(=O)Nc1cc([N+](=O)[O-])ccc1F (stereo not drawn) | -5% | -1% | 0.6% | 7% | 1%
O=C(Nc1ccccc1Cl)N1CCN(c2ccc3nnc(-c4ccccc4)n3n2)CC1 | -20% | -10% | 11% | / | -7%
Cc1ccc(C)c(NC(=O)CSc2nnc(CCCCCNC(=O)OC(C)(C)C)o2)c1 | 10% | -3% | 2.6% | 62% | -20%
Cc1ccc(CN2C(=O)CCC2C(=O)N2CCN(c3ccc(F)cc3)CC2)cc1 (stereo not drawn) | 3% | 8% | 0.2% | 5% | -13%
COc1ccc(N(CC(=O)Nc2ccc(Cl)cc2)S(=O)(=O)c2c(C)n[nH]c2C)cc1 | 8% | 6% | 3.2% | 21% | 2%
O=P(c1ccccc1)(c1ccccc1)C1CCCO1 (stereo not drawn) | 11% | -15% | i | 7% | 2%
CCC(=O)c1ccc(OCC(O)CN2CCc3ccccc3C2)cc1 (stereo not drawn) | -5% | -20% | 5.0% | 22% | 6%
COc1cccc(-c2csc(N3CCN(C(=S)Nc4ccccc4)CC3)n2)c1 | -3% | -1% | 1.1% | -7% | 0%
Cc1c(/N=C/c2ccco2)n(Cc2ccccc2)c2ccccc12 | 0% | 9% | 1.7% | 16% | -1%
Cc1ccc(N2C(=O)N(c3ccc(C)cc3)C3CS(=O)(=O)CC32)cc1 (stereo not drawn) | 12% | -2% | 1.8% | -9% | -7%
Cc1[nH]c(=O)[nH]c(=O)c1S(=O)(=O)N1CCCC(C(=O)NCCC2=CCCCC2)C1 (stereo not drawn) | 8% | -2% | 0.0% | -6% | -6%
Cc1noc(C)c1COc1ccc(C(=O)OCC(=O)Nc2ccc(C(=O)N(C)C)cc2)cc1 | -1% | 2% | i | 7% | 0%
CC#CCN1c2ccccc2[C@]23C[C@@H](C(=O)OC)N(C(C)=O)C2=NC(C(=O)OC)=C(C(=O)OC)[C@H]13 | -1% | -13% | 1.1% | 11% | 4%
CCOc1ccc(N(CC(=O)NC(C)C)C(=O)CCC(=O)Nc2ccccn2)cc1 | 0% | 18% | 0.5% | -16% | 0%
OC(COCc1ccccc1)CN1CCN(Cc2ccc3c(c2)OCO3)CC1 (stereo not drawn) | -5% | 2% | i | -3% | 1%
Cc1ccsc1/C=N/NC(=O)CN1CCN(Cc2ccccc2)CC1 | 11% | -5% | 2.7% | -1% | -10%
COc1cccc(/C=N/N2CCN(c3ccncc3S(=O)(=O)N3CCCCC3)CC2)c1 | 11% | 11% | 2.2% | -6% | 0%
O=C(C1CC1)N1CCC(C(O)(c2ccccc2)c2ccccc2)CC1 | -3% | 1% | 2.0% | 8% | 7%
Cc1nn(C)c(C)c1-c1c(C#N)c(N)nc2c1CCCCCC2 | 3% | 15% | 1.1% | 5% | 6%
O=C1C=C(NCc2ccccc2)c2ccccc2C1=O | / | -2% | 2.0% | / | /
COC(=O)c1scc(S(=O)(=O)c2ccccc2)c1N | 3% | -3% | 1.6% | 14% | -4%
CC1=CC2=NC(=O)CC(C)(C(=O)N(CC(=O)NC3CCCC3)Cc3ccc(Cl)cc3)N2C=C1 (stereo not drawn) | -9% | -1% | i | -1% | -4%
COc1cccc(C2N(c3ccccn3)C(=O)C3CCCN32)c1OC (stereo not drawn) | 1% | 0% | 1.4% | 25% | -6%
COCCNC(=S)N(CCCN(C)C)Cc1cc2cc3c(cc2[nH]c1=O)OCCO3 | 0% | -4% | 1.9% | -2% | -3%
Cc1ccc(/C=N/n2cnnc2)s1 | 11% | 3% | 4.6% | 10% | -5%
FC(F)(F)c1ccc(C2NCCc3sccc32)cc1 (stereo not drawn) | 0% | 4% | 0.2% | 42% | -2%
O=C(COc1ccc(S(=O)(=O)NC2CCCC2)cc1)N1CCCCC1 | -3% | 0% | 3.1% | -5% | -1%
CC1=C(C(=O)N2CCCC(C(=O)c3cccc4ccccc34)C2)OCCO1 (stereo not drawn) | 5% | -13% | 0.3% | 5% | -9%
Cc1cccc(CN2CCN(Cc3cccc(-n4cccn4)c3)CC2CCO)n1 (stereo not drawn) | 9% | / | i | 8% | -9%
COCCCNC(=O)C1CCN(C(=O)Nc2ccc(Cl)cc2)CC1 | -4% | -1% | 1.9% | 8% | -2%
COc1ccc(N(CC(=O)N2CCN(c3ccc(Cl)cc3)CC2)S(=O)(=O)c2c(C)noc2C)cc1 | -17% | 7% | 1.2% | 11% | 4%
O=C(OCc1ccc(Cl)c(Cl)c1)c1ccccn1 | 0% | 0% | 0.4% | 2.3µM* | ?
O=C(CCCl)N1CCCC2(CCCCC2)C1 | -5% | -8% | 0.4% | 68% | -4%
C=CCN(CC=C)CC(=O)Nc1ccc(S(N)(=O)=O)cc1 | 12% | -9% | 0.9% | 86% | -3%
CCOC(=O)c1c(/N=C/C2C(=O)CC(C)(C)CC2=O)sc2c1CCCC2 | -21% | -9% | i | -7% | 2%
CCOc1ccccc1-c1cc(-c2ccccc2)nc2c1c(=O)n(C)c(=O)n2C | 26% | -1% | i | 19% | -12%
CC(C)NC(=O)NC(=O)COC(=O)Cc1c(F)cccc1Cl | 12% | -7% | 1.3% | 24% | -1%
Cc1ccc(-c2nnc(NC(=O)CCS(=O)(=O)c3ccc(F)cc3)o2)c(C)c1 | -3% | 1% | 0.1% | -7% | 8%
CCOc1ccc(-c2noc(CCC(=O)NC3CCCCC3)n2)cc1OC | -8% | -11% | 1.3% | 10% | 4%

Sorted by formula weight (largest number first): part of the list above
SMILES | PhoP GFP inhibition | H1N1 NS1A inhibition | VEEV TC-83 Vero | M. tuberculosis | H37Rv inhibition | others
Cc1ccc(-c2nnc(NC(=O)CCS(=O)(=O)c3ccc(F)cc3)o2)c(C)c1 | -3% | 1% | 0.1% | -7% | 8%
CC(C)NC(=O)NC(=O)COC(=O)Cc1c(F)cccc1Cl | 12% | -7% | 1.3% | 24% | -1%
C=CCN(CC=C)CC(=O)Nc1ccc(S(N)(=O)=O)cc1 | 12% | -9% | 0.9% | 86% | -3%
O=C(CCCl)N1CCCC2(CCCCC2)C1 | -5% | -8% | 0.4% | 68% | -4%

Following part
SMILES | PhoP GFP inhibition | H1N1 NS1A inhibition | VEEV TC-83 Vero | M. tuberculosis | H37Rv inhibition | others
O=C(Nc1ccc(-n2cnnn2)cc1)C1CCCCC1 | -6% | -8% | 0.7% | 2% | 3%
C=CCn1c(NCc2cc(Cl)ccc2O)nc2ccccc21 | -8% | -1% | 1.2% | ? | 15%
COc1cc2c(cc1OC)[C@H](C)N(C(=O)COc1ccccc1)CC2 | 1% | -5% | 2.5% | -5% | 4%
Cc1ccccc1C(=O)N/N=C/c1ccc(OCC(=O)N2CCCCC2)cc1 | 0% | -3% | 0.4% | 0% | -6%
Cc1ccc(-c2noc(CN(C)C(=O)Nc3ccc(F)cc3)n2)cc1 | -3% | -4% | 0.2% | 53% | 0%
CCOC(=O)c1cnc2c(C)cc(C)cc2c1NCCCN1CCOCC1 | 10% | -12% | 2.0% | 27% | 7%
O=C1CN2NC(=S)N(c3ccc(Cl)cc3)C2=CN1c1ccc(Cl)cc1 | -4% | 8% | 0.8% | -16% | 3%
CN1CC=C(c2c[nH]c3ccccc23)CC1 | -4% | 7% | 0.4% | -22% | -14%
Cc1ccc(NC(=O)CN2CCC(NC(=O)c3cccc(F)c3)CC2)cc1C | 9% | 1% | i | 17% | -5%
Cn1c(SCC(=O)Nc2ccc3c(c2)CCC3)nnc1C1CC1 | / | -3% | i | 8% | 8%

Structural class: the entries above containing an NH in an aromatic ring.
SMILES | PhoP GFP inhibition | H1N1 NS1A inhibition | VEEV TC-83 Vero | M. tuberculosis | H37Rv inhibition | others
COc1ccc(N(CC(=O)Nc2ccc(Cl)cc2)S(=O)(=O)c2c(C)n[nH]c2C)cc1 | 8% | 6% | 3.2% | 21% | 2%
Cc1[nH]c(=O)[nH]c(=O)c1S(=O)(=O)N1CCCC(C(=O)NCCC2=CCCCC2)C1 (stereo not drawn) | 8% | -2% | 0.0% | -6% | -6%
COCCNC(=S)N(CCCN(C)C)Cc1cc2cc3c(cc2[nH]c1=O)OCCO3 | 0% | -4% | 1.9% | -2% | -3%
CN1CC=C(c2c[nH]c3ccccc23)CC1 | -4% | 7% | 0.4% | -22% | -14%

Next section.
SMILES | PhoP GFP inhibition | H1N1 NS1A inhibition | VEEV TC-83 Vero | M. tuberculosis | H37Rv inhibition | others
CC(=O)Nc1ccccc1-c1nc2ccc(C(=O)N3CCN(c4cccc(C)c4)C(C)C3)cc2[nH]c1=O (stereo not drawn) | -8% | 5% | 9.5% | 19% | 1%
CCn1c(CSc2nc3ccccc3s2)nnc1SCC(=O)c1ccc2c(c1)OCCO2 | 12% | 10% | 8.9% | 43% | -4%
COc1ccccc1-c1c(C#N)c(N)nc2c1CCC2 | 3% | -4% | 1.0% | 29% | -1%
CN1CCN(c2cc(N3CCCCCC3)c(F)cc2[N+](=O)[O-])CC1 | 2% | >100µM* | i | 29% | 0%
Cc1ccc(-c2nn(CC(=O)NCCN3CCOCC3)c(=O)c3ccccc23)cc1 | 0% | -2% | 0.3% | 2% | 11%
NC(N)=N/N=C/c1ccccc1OC(F)F | 19% | 1% | 0.4% | 14% | -9%
C#CCOCCOCCOCCNc1nc(N2CCN(C(=O)CCCCCCCCCCNC(=O)Cn3cc(CCCCCN)nn3)CC2)nc(N2CCN(C(=O)CCCCCCCCCCNC(=O)[C@H]([C@@H](C)CC)n3cc(CCCCCN)nn3)CC2)n1 | 39µM* | -1% | ? | 68% | ?
COc1cccc(CN(C)C(=O)Nc2cccc(C(F)(F)F)c2)c1OC | -8% | 2% | i | 28% | -4%
Cc1ccc(C)c(N2CCN(C(=O)CCc3nc(-c4ccc(Cl)cc4)no3)CC2)c1 | / | -5% | i | / | /
CC1CCCC(NC(=O)c2ccc3c(c2)NC(=O)CS3)C1C (stereo not drawn) | 4% | 6% | 0.8% | 9% | -1%
O=C(NC(=S)Nc1ccccc1)c1cncc(C#Cc2ccccc2)c1 | -1% | -20% | 3.5% | 78% | 9%
Cn1cccc1C(=S)N1CCOCC1 | -2% | 8% | 1.7% | -8% | -9% | VEEV TC-83 Vero 10K pilot screen=0.4
Cc1ccnc(SCC(=O)NC2CC2)n1 | -11% | 6% | 0.2% | 39% | -8%
Cc1ccc(S(=O)(=O)N2C(=O)c3cccc4cccc2c34)cc1 | -10% | 12% | 1.7% | 73% | -6%
O=S(=O)(C(=CNc1ccccc1)S(=O)(=O)c1ccccc1)c1ccccc1 | 7% | 19% | 0.2% | -8% | 6%
CCCCNC(=S)NNC(=O)C1=NN(c2cc(C)ccc2C)C(=O)CC1 | 4% | 4% | 0.3% | -4% | -1%
COc1cccc(CNC(=O)C2CCC(CNS(=O)(=O)c3cccc4nsnc34)CC2)c1 (stereo not drawn) | / | -9% | 0.6% | 25% | -8%
C=CCn1c(SCC(=O)NC)nnc1C12CC3CC(CC(C3)C1)C2 | -7% | 2% | 1.3% | 0% | 1%
